human PMI inhibition = inhibitors of human PMI, primary screen, biochemical, fluorescence intensity, coupled assay (AID 1209); purified PMI enzyme, coupled fluorescence intensity; higher % means a stronger effect; one-dose inhibition, % at 20 µM; IC50 in µM for titrated hits; 0.42% of 190,000 active; in the data active means inhibition above about 50%;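 further: plate controls were DMSO vehicle for no effect and wells lacking substrate for full effect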
TNAP activation fold = human TNAP enzyme activators, primary screen, biochemical, luminescent, no phosphate acceptor, uHTS (AID 1001). purified TNAP, luminescent activation assay, no phosphate acceptor; higher activation fold means a stronger effect. activation fold at 20 µM, or EC50 in µM where a hit was titrated. 0.03% of 200,000 active; in the data active means activation fold from about 3, or a potency from the dose series; inactive means the rest, 99 in 100 with activation fold below about 1.6; further: many of its hits are not listed in these tables
Myeloid diff MLP = myeloid differentiation induction; AID 624256; calls only at 10 µM; ER-HoxA9 myeloid progenitors, lysozyme-GFP differentiation, flow cytometry; 1% of 360,000 active;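 active means normalized GFP-positive differentiation at or above the plate's own cutoff, the solvent-only control mean plus 3 SD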;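 further: cells exposed to compound for four days before flow analysis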
T cell modulator = T cell immune modulators affecting CD8 T cell-vesicle binding; 2C CD8+ T cell-vesicle binding, flow cytometry; stronger effect = lower value; calls only at 7 µM; 0.068% of 330,000 active; AID 2052;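 active means response, share of CD8 T cells binding vesicles, and their 90th percentile fluorescence all below set limits, cut at about 80% in these data, passing the limit was not always enough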
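System: murine 2C transgenic CD8+ T lymphocytes; also added: QL9-loaded Drosophila micro-vesicles; times: binding 1.5 h at 37 °C; measured by: flow cytometry, PE anti-B7-1 (FL2) versus Alexa647 anti-CD8 (FL8), PFA-fixed; control set: Peptide-free naked vesicles (low) and QL9 vesicles with 0.7% DMSO vehicle (high)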
MT stabilizer = microtubule stabilization, imaging screen. % tubulin-high responders, % at 10 µM. 0.83% of 200,000 active. AID 2205. HeLa tubulin immunostaining HCS, 24 h; share of cells brighter than vehicle mean+2SD;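 active means plate Z-score above 3 for both tubulin-high and condensed-nucleus cell shares, with cell loss under 80%, at 10 µM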;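 further: anti alpha tubulin signal scored within the nucleus-defined area of each cell; some results filed as inactive read as strong as hits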
b-catenin transl = beta-catenin nuclear translocation modulation. HeLa beta-catenin nuclear translocation, immunofluorescence imaging. nuclear translocation activity, % at 5 µM. 0.3% of 190,000 active. AID 1665;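 active means nuclear translocation activity above 50% at 5 µM, with a well cell count of 50 or more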;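 further: per-cell ratio of nuclear to cytoplasmic median beta-catenin stain intensity; plate controls were DMSO negative control for no effect and GSK-3 inhibitor IX positive control for full effect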
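test system = HeLa cells, endogenous beta-catenin | dosing = single 5 µM dose plus 0.02–20 µM confirmation series | times = compound treatment 24 h, 37°C, 5% CO2 | technique = beta-catenin immunofluorescence imaging with DAPI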
Ins promoter up = MIN6 insulin promoter up-regulation | MIN6 insulin promoter-GFP reporter, high-content imaging; stronger effect = higher value | z-score at 5 µM | 0.3% of 190,000 active;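 active means z-score above 3 at 5 µM with at least 500 cells counted in the well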
Hep lipid drop = modulators of hepatic lipid droplet formation. 0.4% of 240,000 active. AML12 mouse hepatocytes, oleate lipid droplets, BODIPY imaging. inhibition, % at 6.5 µM. AID 1656;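 active means lipid droplet intensity inhibited by at least 50%, with more than 500 cells counted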
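Material – AML12 mouse liver cells · Also added – oleate loading, 100 µM · Compound dosing – 6.5 µM single-point dosing · Times – overnight treatment with compound plus oleate · Measured by – fluorescence imaging, 20x objective, two fields per well · Read-out – percent inhibition of filter-corrected integrated lipid droplet intensity per well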
Dynein cargo inh = dynein cargo transport inhibition | 3617.4 mouse cells, GR-EGFP nuclear translocation imaging; test concentration mostly 20 µM; stimulated with dexamethasone, 1 µM; stronger effect = lower value | z-score, hits read low | 0.47% of 220,000 active | AID 1381;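 active means plate z-score of nuclear minus cytoplasmic receptor signal below a set negative limit, without overly bright fluorescence or cell loss, cut at about -3.5 in these data, passing the limit was not always enough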;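 further: z-score of nuclear minus cytoplasmic ring GR-EGFP intensity difference per well; some compounds called inactive have numbers as strong as hits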
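Buffer or medium: tet-free, stripped-serum medium; Also added: dexamethasone, 1.0 µM final; Technique: high-content fluorescence imaging after fixation; Times: 48 h induction, 1 h compound, 30 min dex at 37 °C; Read-out: per-cell GR-EGFP intensity, nucleus versus surrounding cytoplasmic ring, well-averaged.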
Dynein cargo inh cytoplasmic EGFP = also measured in Dynein cargo inh; calls as there; z-score; measured here: cytoplasmic GR-EGFP intensity; stronger effect = higher value
Dynein cargo inh nuclear GR-EGFP = recorded beside Dynein cargo inh, whose call it bears; z-score; measured here: nuclear GR-EGFP intensity;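 lower value marks the stronger effect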
Dynein cargo inh cell count = second read-out of Dynein cargo inh, no call of its own (marks repeat the call); z-score; measured here: cell count per field
Ins promoter up cell count = further read-out of Ins promoter up, marked with its call; cell count; measured here: cytotoxicity, nuclei count;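 total cells summed across four imaged fields per well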
Hep lipid drop cells 6.5 µM = also measured in Hep lipid drop; calls as there; cell count; measured here: cell count, cytotoxicity flag;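 cells counted across two imaged fields per well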
b-catenin transl cell count 5 µM = recorded beside b-catenin transl, whose call it bears; cell count; measured here: cell count, cytotoxicity flag
T cell modulator vesicle-bound % = recorded beside T cell modulator, whose call it bears; double positive events, %; measured here: CD8+ vesicle-bound cell fraction;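 binding gate set so that unloaded-vesicle control wells show 10% double positive cells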
MT stabilizer Hoechst-high % = further read-out of MT stabilizer, marked with its call; % Hoechst-high responders; measured here: nuclear condensation Hoechst responders;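 share of cells brighter than vehicle mean plus two SD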
MT stabilizer cytotoxicity % = second read-out of MT stabilizer, no call of its own (marks repeat the call); toxicity, %; measured here: cytotoxicity by cell density;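 0% = mean cell density of plate MIN control wells and 100% = no cells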
Myeloid diff MLP GFP+ MAC1+ % = also measured in Myeloid diff MLP; calls as there; GFP+ MAC1+ double positive, %; measured here: differentiation confirmed by MAC1 staining
Starred values were filed as active, the others as inactive; i = inactive; nt = not tested or not shown; + = active, no number.

Every second line gives: T cell modulator	MT stabilizer	MT stabilizer cytotoxicity %	Dynein cargo inh	Dynein cargo inh cytoplasmic EGFP	TNAP activation fold	human PMI inhibition	T cell modulator vesicle-bound %	Myeloid diff MLP GFP+ MAC1+ %	b-catenin transl	Myeloid diff MLP	MT stabilizer Hoechst-high %	Ins promoter up	Ins promoter up cell count	Hep lipid drop cells 6.5 µM	Dynein cargo inh cell count	b-catenin transl cell count 5 µM	Hep lipid drop	Dynein cargo inh nuclear GR-EGFP
1: COc1ccccc1OCc1ccc(C(=O)N/N=C/c2ccco2)cc1
→ i	1.4	15.4	0.552	0.0945	1.1	-1.4%	40.9	1.3	nt	i	4.4	-0.05	1264	697	-0.478	nt	0.5	0.193
2: Cc1ccc(S(=O)(=O)N2CCCCC2)cc1NC(=O)c1ccccn1
→ i	nt	nt	1.63	-0.475	nt	nt	27.9	0.1	0.0	i	nt	-0.63	1121	803	-1.78	1216	-3.6	1.14
3: CCN(CC)c1nc(C)c2c(c1C#N)CC(C)(C)OC2
→ i	3.2	3.8	-0.286	-0.322	1.1	6.4%	1.6	0.6	2.2	i	1.5	-1.01	1427	nt	0.177	1116	nt	-0.0945
4: O=C(CSc1nnc2sc3ccccc3n12)N1CCN(c2ccccc2)CC1
→ i	3.1	3.1	1.57	-0.213	1	10.1%	36.5	5.5	nt	i	1.5	-0.16	1188	773	-0.131	nt	-8.3	0.693
5: CCOCCCNC(=O)C(c1ccccc1)N(Cc1cccs1)C(=O)CNC(=O)c1ccccc1 (stereo not drawn)
→ i	3.0	6.9	1.82	-0.0546	1.2	11.6%	51.2	0.9	-0.3	i	2.9	0.48	1589	473	-1.87	944	-15.8	2.32
6: O=C(c1cccc(NS(=O)(=O)c2cccc(F)c2)c1)N1CCN(c2ccccc2)CC1
→ i	2.2	6.0	-0.79	-0.313	1.1	8.4%	48.5	0.5	-2.1	i	1.6	0.15	1378	668	1.02	535	-13.1	-0.712
7: CCOC(=O)N1CCN(C(=O)c2ccc(NS(C)(=O)=O)cc2)CC1
→ i	2.4	4.2	1.03	-0.2	1.1	15.1%	6.7	5.9	nt	i	1.2	nt	nt	692	-0.647	nt	24.7	0.831
8: C=CCn1c(=NC(=O)C2COc3ccccc3O2)sc2cc(S(N)(=O)=O)ccc21 (stereo not drawn)
→ i	3.9	9.6	-0.143	-0.184	1	16.1%	7.7	0.4	-1.9	i	2.5	-0.41	1220	633	0.559	953	6.7	-0.281
9: Cn1c(=O)oc2cc(S(=O)(=O)NCCC(=O)NC3CCCC3)ccc21
→ nt	5.0	4.7	-1.32	-0.2	1.1	2.6%	nt	1.7	nt	i	2.0	nt	nt	588	0.581	nt	-5.4	-0.282
10: COc1ccccc1-n1c(-c2ccc(Cl)cc2)c[nH]c1=S
→ i	1.9	8.1	0.125	-0.28	2.1	4.3%	30.3	0.1	-1.9	i	1.9	-0.4	1436	651	-0.481	1034	-7.5	0.33
11: CCOC(=O)c1nn(-c2cc(C(=O)OC)cc(C(=O)OC)c2)cc1O
→ i	1.9	8.3	-0.357	-0.2	1.1	2.6%	14.0	5.7	0.3	i	1.6	0.51	1436	nt	0.994	1146	nt	-0.33
12: COc1ccc(N2CCN(C(=O)CN(CCc3ccccc3)S(C)(=O)=O)CC2)cc1
→ i	2.5	7.9	-0.658	-0.299	1.1	2.4%	37.6	1.0	nt	i	1.7	-0.4	906	809	0.159	nt	-0.7	-0.187
13: Cc1cc(C)nc(NC(=O)/C=C/c2ccccc2Cl)n1
→ i	3.4	5.4	-0.378	-0.185	1.1	17.9%	52.8	1.6*	-0.7	+	1.5	0.6	2034	642	-0.311	1057	-3.1	-0.486
14: COc1cccc(CNC(=O)CCC2CCCN(C(=O)c3cscn3)C2)c1 (stereo not drawn)
→ i	1.5	4.7	-0.64	-0.233	1.1	11.7%	44.3	1.1	-0.1	i	1.3	-0.38	1402	628	1.35	1574	4.5	-0.276
15: Oc1ccc(Nc2nnc(-c3ccc(O)cc3)c3ccccc23)cc1
→ i	3.5	0.3	-0.0325	-0.309	1	-7.0%	14.4	0.2	-1.2	i	3.9	-0.03	1688	681	0.252	1124	0.7	0.354
16: COCCCn1c(SCc2ccccc2)nc2cc(OC)c(OC)cc2c1=N
→ i	1.7	7.1	1.91	-0.212	1.1	22.3%	33.0	2.4	nt	i	2.2	nt	nt	nt	-1.61	nt	nt	-0.0512
17: CCOC(=O)c1[nH]c(C)c(CC(C)C)c1C
→ i	2.3	9.5	0.302	-0.351	1.1	-0.2%	54.2	0.2	-0.9	i	3.5	-0.17	1311	645	0.485	1165	-11.9	0.418
18: CC(=O)CC(c1ccc([N+](=O)[O-])cc1)c1c(O)c2ccccc2oc1=O (stereo not drawn)
→ i	2.5	5.2	0.402	-0.221	1.1	3.2%	63.8	2.3	-2.2	i	1.9	nt	nt	742	0.273	1075	22.1	0.269
19: CCOC(=O)Cn1nc(C)cc1NC(=O)c1ccncc1
→ i	5.0	8.0	0.213	-0.306	1.2	2.7%	66.7	0.6	-0.2	i	1.2	0.25	1287	663	0.466	1094	-0.6	-0.0576
20: Cc1c(C)c2ccc(OCC(=O)N(C)C)c(C)c2oc1=O
→ i	2.2	1.7	1.52	-0.253	1.1	6.0%	26.0	0.5	nt	i	2.0	-0.26	1254	727	-0.0464	nt	3.1	0.57
21: Cc1cc(C)c(S(=O)(=O)Nc2cccc(S(=O)(=O)NC3=NCCC3)c2)c(C)c1
→ i	2.0	0.9	0.201	-0.361	1.1	-20.0%	58.8	0.6	4.3	i	1.7	0.31	1130	695	-0.583	977	-10.1	-0.428
22: N/C(=N\c1nc(CSc2nnnn2-c2ccccc2)cc(=O)[nH]1)Nc1ccccc1
→ i	3.2	1.6	1.82	-0.24	1.2	6.4%	6.3	nt	0.9	nt	0.9	-0.65	1391	654	-0.278	1521	0.2	0.0429
23: N#CCCN(C(=O)CCl)c1cccc(Cl)c1
→ i	2.1	2.1	-3.81*	0.802*	1	-11.6%	19.7	0.9	2.0	i	1.0	0.66	887	633	-0.277*	955	1.8	-1.47*
24: CC1(C)Cc2nc3oc4c(=O)n(CC(=O)Nc5cccc(Cl)c5)cnc4c3cc2CO1
→ i	nt	nt	-0.482	-0.14	nt	nt	18.7	0.2	0.1	i	nt	0.28	978	695	0.99	1353	15.0	-0.269
25: COc1ccc(NC(=O)c2cc(-c3ccccc3Cl)no2)cc1
→ i	2.7	5.8	0.0312	0.405	1	-4.8%	37.4	0.8	nt	i	1.7	nt	nt	nt	0.489	nt	nt	0.48
26: C=CCn1c(-c2cccc(OC)c2OC)n[nH]c1=S
→ i	2.0	13.1	0.915	-0.247	1	1.0%	20.5	0.8	-4.8	i	1.9	-0.25	1403	669	-0.813	1056	12.0	0.49
27: COc1ccc(OCc2nnc3n2N=C(c2ccc(OC)cc2)CS3)cc1
→ i	6.2	8.7	-0.105	-0.206	0.9	-9.9%	59.8	2.0	nt	i	15.4	-0.49	977	nt	0.406	nt	nt	0.148
28: COc1cccc(C2CC(c3ccccc3Cl)n3nc(N)nc3N2)c1 (stereo not drawn)
→ i	5.4	8.1	0.052	-0.0943	1.1	-0.9%	46.5	1.6	-1.3	i	2.1	-0.62	1135	nt	-0.394	1185	nt	0.401
29: CC(C)(C)OC(=O)NCCc1nnc(SCC(=O)Nc2ccc(Br)cc2)o1
→ i	nt	nt	0.186	-0.221	nt	nt	52.9	0.7	0.5	i	nt	0.36	1040	730	0.578	1297	13.6	0.513
30: O=C(Nc1c(-c2ccccc2)nc2ccc(Cl)cn12)c1cccs1
→ i	1.3	11.0	0.649	-0.191	1.1	-12.2%	51.4	0.8	-1.8	i	1.2	-0.07	1516	614	-0.514	1141	8.6	0.712

Screening data deposited in PubChem by several laboratories.
